KDM5B inhibitor – Primary screen for KDM5B Histone Demethylases FDH-coupled qHTS | Lysine-specific demethylase 5B (Homo sapiens), Q9UGL1 | KDM5B demethylase, FDH-coupled NADH fluorescence (FDH is formaldehyde dehydrogenase) | Potency, µM (titrated, usually from 57.7 µM), for inactives: at the top dose activity change, negative = inhibition, actives largely listed as inhibitors | hit rate 2.6% among 220,000; active = well fitted inhibition curve with a large enough effect; inconclusive = small, poorly fitted or top-dose-only effect; inactive = no such curve, though single readings can be large or run the other way; note: 0% is about no effect; nearly all actives have a fitted effect of over 70% in size
Target sequence (Q9UGL1 whole entry, looked up): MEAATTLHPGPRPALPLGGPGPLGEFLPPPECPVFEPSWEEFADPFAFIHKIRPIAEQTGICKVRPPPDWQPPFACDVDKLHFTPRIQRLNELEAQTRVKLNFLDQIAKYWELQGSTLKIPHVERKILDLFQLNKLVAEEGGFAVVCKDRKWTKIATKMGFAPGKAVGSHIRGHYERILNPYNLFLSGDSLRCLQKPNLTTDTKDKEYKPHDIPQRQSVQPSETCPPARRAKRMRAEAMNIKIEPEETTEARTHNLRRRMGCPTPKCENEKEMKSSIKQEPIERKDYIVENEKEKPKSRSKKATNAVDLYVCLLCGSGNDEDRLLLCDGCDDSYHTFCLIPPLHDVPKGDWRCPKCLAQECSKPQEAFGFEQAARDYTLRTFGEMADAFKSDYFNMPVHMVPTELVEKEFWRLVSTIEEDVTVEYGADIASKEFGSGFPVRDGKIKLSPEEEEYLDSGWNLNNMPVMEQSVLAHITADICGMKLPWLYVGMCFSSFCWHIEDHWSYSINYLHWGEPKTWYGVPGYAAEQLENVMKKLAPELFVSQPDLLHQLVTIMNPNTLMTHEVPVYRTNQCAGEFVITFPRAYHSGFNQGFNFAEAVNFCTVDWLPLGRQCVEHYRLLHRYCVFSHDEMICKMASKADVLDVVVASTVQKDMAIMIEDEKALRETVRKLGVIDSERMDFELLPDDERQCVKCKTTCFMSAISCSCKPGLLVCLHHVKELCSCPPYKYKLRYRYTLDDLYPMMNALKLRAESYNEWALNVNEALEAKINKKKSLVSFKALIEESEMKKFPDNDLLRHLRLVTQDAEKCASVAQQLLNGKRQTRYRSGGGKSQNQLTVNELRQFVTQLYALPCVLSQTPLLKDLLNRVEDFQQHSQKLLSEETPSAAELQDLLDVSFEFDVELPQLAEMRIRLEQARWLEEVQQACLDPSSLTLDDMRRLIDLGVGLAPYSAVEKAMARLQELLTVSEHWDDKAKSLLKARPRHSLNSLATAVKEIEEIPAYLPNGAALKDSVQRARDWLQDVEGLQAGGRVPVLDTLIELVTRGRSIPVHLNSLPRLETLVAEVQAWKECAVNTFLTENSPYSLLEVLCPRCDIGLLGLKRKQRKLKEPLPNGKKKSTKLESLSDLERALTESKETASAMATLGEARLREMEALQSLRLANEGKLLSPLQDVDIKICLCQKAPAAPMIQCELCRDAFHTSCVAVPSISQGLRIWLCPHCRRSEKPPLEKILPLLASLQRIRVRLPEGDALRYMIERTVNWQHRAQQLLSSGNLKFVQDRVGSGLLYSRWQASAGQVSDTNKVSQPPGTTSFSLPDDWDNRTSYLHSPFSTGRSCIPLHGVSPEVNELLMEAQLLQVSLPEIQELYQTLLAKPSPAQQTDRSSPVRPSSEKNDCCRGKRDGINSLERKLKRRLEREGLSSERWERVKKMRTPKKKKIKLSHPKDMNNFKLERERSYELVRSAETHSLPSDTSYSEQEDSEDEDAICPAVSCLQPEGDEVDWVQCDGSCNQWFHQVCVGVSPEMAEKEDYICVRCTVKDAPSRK
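Compound dilutions met 200 nM (final) KDM5BΔAP for 10 min at room temperature before substrate addition. The substrate mix held 12.5 µM H3K4me3 with cofactors 25 µM α-ketoglutarate and 50 µM Fe²⁺. NADH signal gain over 30 min defined activity.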
Starred values were filed as active, the others as inactive; ? = inconclusive; [ ] = remark or other dose. Potency is the fitted concentration of half-maximal effect. The list is partial; rates above refer to the full screens.

KDM5B inhibitor,SMILES
-14%,Cc1[nH][nH]c(=O)c1N=Nc1ccc(Br)c(Cl)c1
9%,COc1ccc(S(=O)(=O)NCCSc2nnnn2-c2ccccc2)cc1
-16%,CCCNC(=O)NC(=O)CSc1nc2ccccc2c(=O)n1CC1CCCO1 (stereo not drawn)
-25%,CC(c1nc2ccccc2s1)N(C)C(=O)c1cccc(S(=O)(=O)Nc2cccc(Cl)c2)c1 (stereo not drawn)
?,O=C(NCc1ccccc1)c1nn(-c2ccccc2)nc1CO
14%,CCOc1ccc(-c2cc(-c3nc(-c4ccccn4)no3)[nH]n2)cc1
10%,CCCCCn1nc(C(=O)Nc2ccc(C)c(Cl)c2)c2ccccc2c1=O
-3%,CCOc1cc(-c2noc(-c3ccccc3)n2)ccc1OCC(=O)NC(C)C
-4%,O=C(NCC1CCCCO1)c1coc(COc2cccc(C(F)(F)F)c2)n1 (stereo not drawn)
17%,Cc1cccc(CC(=O)N2CC(=O)Nc3ccc(F)cc3C2c2ccccc2)c1 (stereo not drawn)
16%,Cc1ccc(C(=O)N2CCC(c3n[nH]c(=O)n3-c3ccccc3)CC2)cc1
21%,Cc1ccc(CNC(=O)C2CCN(C(=O)c3ccc(-n4ccc5ccccc54)s3)CC2)cc1
-2%,NCC12CC3CC(CC(O)(C3)C1)C2
?,Cc1ccc(S(=O)(=O)/N=C2\C=C(NS(=O)(=O)c3ccccc3)C(=O)c3ccccc32)cc1
-22%,CCOc1ccccc1N1CC(c2nc3ccccc3n2CCCOc2ccc(OC)cc2)CC1=O (stereo not drawn)
29%,CCN1C(=O)c2ccc(C(=O)Nc3cccc(C(=O)O)c3)cc2C1=O
17%,O=C(NCCc1ccc(Cl)cc1)c1ccc2c(Cl)c3c(nc2c1)CCCC3
-11%,Cc1ccc2onc(CC(=O)Nc3cc(F)ccc3F)c2c1
19%,CN(C)CCCNC(=O)C1(O)c2cc(Br)ccc2NC(=O)N1c1ccc(Cl)cc1 (stereo not drawn)
5%,COc1ccc(Nc2nc(NCC(C)O)nc3c2cnn3-c2ccccc2)cc1 (stereo not drawn)
-1%,COC(=O)c1ccc(NC(=O)C2CCN(c3ncnc4c3nc3n4CCCCC3)CC2)cc1
-29%[86.2 µM],c1cncc(Nc2cc3c(cn2)CN(Cc2cccs2)CCN3)c1
-14%,CC(C)CCN1C(=O)c2ccc(C(=O)OCC(=O)N(CC(C)C)C3CCS(=O)(=O)C3)cc2C1=O (stereo not drawn)
-2%,Cc1occc1-c1nnc(SC(C(=O)NCc2cccnc2)C(C)C)o1 (stereo not drawn)
?,CC(NCc1ccc([N+](=O)[O-])cc1)C1COc2ccccc2O1 (stereo not drawn)
-23%,Cc1cccc(-n2cnc3cc(C(=O)NCc4ccccc4Cl)ccc32)c1
-10%,O=C1CC(c2nnc(Cc3ccccc3Cl)o2)CN1c1ccccc1 (stereo not drawn)
-5%[86.2 µM],CN(Cc1cccc(C(F)(F)F)c1)C(=O)Cc1ccc(F)cc1
-16%,CCOc1ccccc1NC(=O)N1CCC(c2cc(-c3cccc(OC)c3)n[nH]2)CC1
18%,O=c1cc(N2CCCN(c3ccc(C(F)(F)F)cn3)CC2)nc2ccccn12
-8%,CC(C)(C)C(=O)COC(=O)C1(S(=O)(=O)c2ccc(Br)cc2)CCCC1
-10%,O=C(O)CCC(=O)N1N=C(c2ccsc2)CC1c1ccc2nccnc2c1 (stereo not drawn)
5%,COc1cccc(C(=O)N[C@@H]2CN(S(C)(=O)=O)C[C@H]2CN(C)C)c1C
17%,O=C(NCCc1cccc2cccnc12)NC1CCN(CC2CCCCC2)CC1
5%,O=C(CN1CCN(C(=O)c2nn(-c3ccccc3)c(=O)c3ccccc23)CC1)N1CCOCC1
7%,CSc1nnc2n(-c3ccccc3)c(=O)c3c4c(sc3n12)COC(C(C)C)C4 (stereo not drawn)
-5%,Cc1c(C(C)NC(=O)CN2CC(=O)NC2=O)cnn1-c1ccc(F)cc1F (stereo not drawn)
-43%,COc1ccc(C(=O)N2CCC3(CC2)NCCc2c3[nH]c3ccccc23)c(OC)n1
0%,CCN(CC)S(=O)(=O)NCc1ccnc(OCc2ccccc2)c1
4%,Cc1ccc(C(=O)NC(C)c2ccc(C)c(C)c2)s1 (stereo not drawn)
?,COc1ccc(C2NN=C(c3c[nH]c4ccccc34)C2O)cc1 (stereo not drawn)
-20%,CC1CCN(c2ccc(NC(=O)c3ccc(Br)o3)cc2)CC1
-16%[86.2 µM],O=C1Cc2c(-c3ccc(C(=O)N4CCOCC4)cc3)n[nH]c2CN1Cc1ccccc1
-29%,CCCCN(Cc1ccccc1)c1ccc(C(=O)O)cc1NS(=O)(=O)c1ccc(C)cc1C
9%,CCCCCCCn1c(N(C)C)nc2c1c(=O)[nH]c(=O)n2C
?,CCOC(=O)c1cccc(NC(=O)NCc2c(-n3cccc3)sc3c2CCN(CC)C3)c1
?,O=C1[C@@H]2C[C@@H](CN2CC2CC2)Oc2ccccc2N1Cc1ccc(OC(F)(F)F)cc1
25µM*,CCc1ccc(C(=O)N2CCCC(c3noc(-c4cc5c(=O)[nH]c(C)cn5n4)n3)C2)cc1 (stereo not drawn)
?,CCN1c2cc(C(=O)Nc3cc(OC)cc(OC)c3)ccc2C(=O)N2CCCCCC21 (stereo not drawn)
18µM*,Cc1ncsc1CN1CCCCC1c1nc(CCOCC2CC2)no1 (stereo not drawn)

The listing continues:
KDM5B inhibitor,SMILES
-29%,COc1cccc(-c2ccc3c(N)c(C(=O)Nc4cc(C(F)(F)F)ccc4OC)sc3n2)c1
32µM*,O=C1CC2(CCN(CC3CCCCC3)CC2)Oc2ccccc21
9%,CCc1c(C)nn(CCNC(=O)c2cc(S(N)(=O)=O)ccc2F)c1C
-28%,COc1ccc(C(=O)N2CCN(C(=O)CS(=O)(=O)c3ccccc3)C[C@@H]2C(=O)N[C@H]2CCCNC2=O)cc1
-12%,O=C(CCCN1C(=O)c2cccnc2Oc2ccc(Cl)cc21)NCc1ccc(F)cc1
8%,Cc1cc(OCn2ccc(C(=O)NN3CCOCC3)n2)ccc1Cl
-24%,O=C(/C=C/c1ccccc1Br)c1ccc2c(c1)OCO2
-29%,O=C(NCc1ccco1)c1cc2cc(Cl)ccc2[nH]1
4%,CCN1CCC2(CC1)N=C(SCC(=O)Nc1cc(F)ccc1F)C(c1ccc(F)cc1)=N2
?,CC(CNc1nccc(C2(c3ccccc3Cl)CCNCC2)n1)CN(C)C (stereo not drawn)
-18%,O=C(c1ccc(N2CC3CC(C2)[C@H]2CCCC(=O)N2C3)nc1)N1CCN(c2ccc(F)cc2)CC1 (stereo partly drawn)
40%[activator],Brc1ccc(-c2noc(-c3cccc4ccccc34)n2)cc1
-20%,Cc1ccc(-n2ccnc(NCCc3ccc(S(N)(=O)=O)cc3)c2=O)cc1C
-23%,COc1ccc(C2C=C(c3ccccc3)Nc3nc(NC(=O)/C=C/c4ccc(Cl)cc4)nn32)cc1 (stereo not drawn)
19%,O=C(CCCc1c[nH]c2ccccc12)N1CCCC1c1ccc(F)cc1 (stereo not drawn)
3%,Cc1ccc(NC(=O)COC(=O)c2ccc(C)c(S(=O)(=O)N3CCCCC3)c2)cc1F
-11%,CCc1noc(C(C)N2CCC(c3nc4ccccc4o3)CC2)n1 (stereo not drawn)
17%,CN1CCN(C[C@@H]2CN(C(=O)CCc3cn[nH]c3)C[C@@H]2CO)CC1
-9%,Cc1ccc(-c2csc3ncnc(Sc4nnc(C)s4)c23)cc1
-8%,CC1CCCN(C(=O)c2cc3c(=O)n(C)c4ccccc4c3s2)C1 (stereo not drawn)
58%[activator][86.2 µM],Oc1cccc(-c2cc(C[C@@H]3CC[C@H](O)[C@@H](CNC4CCC4)O3)no2)c1
-1%,O[C@H](COc1cccc(Br)c1)CN1CCC(C(O)(c2ccccc2)c2ccccc2)CC1
-12%,COc1ccc(S(=O)(=O)N2CCC(c3noc(-c4cccnc4)n3)C2)cc1 (stereo not drawn)
-18%,CCCN1C(=O)Cc2cc(C(=O)NC(C)c3ccc(OCC)cc3)ccc21 (stereo not drawn)
-7%,Cn1cnc(C(=O)N2CC(F)(F)C[C@H]2c2nc(C3CC3)no2)c1

Sorted by molar mass (low to high): 16 of the compounds above
KDM5B inhibitor,SMILES
-7%,Cn1cnc(C(=O)N2CC(F)(F)C[C@H]2c2nc(C3CC3)no2)c1
-24%,O=C(/C=C/c1ccccc1Br)c1ccc2c(c1)OCO2
-8%,CC1CCCN(C(=O)c2cc3c(=O)n(C)c4ccccc4c3s2)C1 (stereo not drawn)
19%,O=C(CCCc1c[nH]c2ccccc12)N1CCCC1c1ccc(F)cc1 (stereo not drawn)
8%,Cc1cc(OCn2ccc(C(=O)NN3CCOCC3)n2)ccc1Cl
-9%,Cc1ccc(-c2csc3ncnc(Sc4nnc(C)s4)c23)cc1
-12%,COc1ccc(S(=O)(=O)N2CCC(c3noc(-c4cccnc4)n3)C2)cc1 (stereo not drawn)
?,CC(CNc1nccc(C2(c3ccccc3Cl)CCNCC2)n1)CN(C)C (stereo not drawn)
-20%,Cc1ccc(-n2ccnc(NCCc3ccc(S(N)(=O)=O)cc3)c2=O)cc1C
-12%,O=C(CCCN1C(=O)c2cccnc2Oc2ccc(Cl)cc21)NCc1ccc(F)cc1
3%,Cc1ccc(NC(=O)COC(=O)c2ccc(C)c(S(=O)(=O)N3CCCCC3)c2)cc1F
4%,CCN1CCC2(CC1)N=C(SCC(=O)Nc1cc(F)ccc1F)C(c1ccc(F)cc1)=N2
-18%,O=C(c1ccc(N2CC3CC(C2)[C@H]2CCCC(=O)N2C3)nc1)N1CCN(c2ccc(F)cc2)CC1 (stereo partly drawn)
-23%,COc1ccc(C2C=C(c3ccccc3)Nc3nc(NC(=O)/C=C/c4ccc(Cl)cc4)nn32)cc1 (stereo not drawn)
-1%,O[C@H](COc1cccc(Br)c1)CN1CCC(C(O)(c2ccccc2)c2ccccc2)CC1
-28%,COc1ccc(C(=O)N2CCN(C(=O)CS(=O)(=O)c3ccccc3)C[C@@H]2C(=O)N[C@H]2CCCNC2=O)cc1

Additional results follow.
KDM5B inhibitor,SMILES
5%,Cc1ccc(F)cc1NC(=O)CSc1ncc(-c2ccc(F)cc2)o1
-2%,CCC(=O)C1=C(c2ccc(F)cc2)N(C(=O)CC)n2c(nnc2C2CCCCC2)S1
?,COCC(=O)N1CCN(c2oc(-c3ccc(C)cc3)nc2S(=O)(=O)c2ccccc2)CC1
100µM*,CC(C)(C)c1nc(C(=O)N2CCOCC2)n2ccccc12
3%,CC(=O)Nc1ccc(C(=O)NC[C@@H]2C=C(C)[C@H](CC(=O)NCCN3CCOCC3)C[C@H]2C(C)C)cc1
?,COc1ccc(C2CC(=O)N3CN(Cc4ccccc4)CSC3=C2C#N)c(OC)c1 (stereo not drawn)
5%,CS(=O)(=O)NC1CCN(C(=O)c2cc(Cl)ccc2F)CC1
13%,Cc1nn(C)c2nc(N3C[C@@H]4CCN(C)[C@@H]4C3)sc12
-1%,CN(Cc1ccccc1)C(=O)CSc1c2c(nc3ccc(Cl)cc13)CCCC2
19%,COC(=O)c1ccc(/C=C2/C(=O)Oc3ccccc32)cc1
-11%[86.2 µM],COc1ccc(OCC2(C)COc3ccc(C(=O)N(C)CCN(C)C)cc3N2)cc1 (stereo not drawn)
-27%,CCCCn1c(=O)[nH]c(=O)c2c1nc(-c1ccc(OC)c(OCc3ccccc3)c1)n2C
-10%,Cc1ccccc1Cn1nc2n(c1=O)CCCCC2
11%,O=C(Nc1ccc(SC(F)F)cc1)c1cc(-c2ccccc2)nc2ccccc12
13%,O=C(CCc1cccnc1)Nc1ccccc1
-15%,O=C1CC2(CCN(C(=O)c3ccccc3F)CC2)Oc2cc(Cl)ccc21
1%,c1cncc(CNCCCN2CCCCC2)c1
19%,O=C1CCc2cc(C(=O)OCC(=O)C3CCCCC3)ccc2N1
28%,Cc1ccc(C)c(CN2C(=O)NC3(CCN(C(=O)Cc4cccc(F)c4)CC3)C2=O)c1
-15%,CCOc1ccccc1NC(=O)CN(CCc1ccccc1)S(=O)(=O)c1ccc(C)cc1
-1%,O=C(c1csc(N2CCN(c3ccccc3)CC2)n1)N1CCCCCC1
10%,O=C(NC1CCSC1)c1cccc(Cl)c1 (stereo not drawn)
?,CCOC(=O)c1sc2nc(C)c3c(c2c1N)CC(C)(C)OC3
-26%,CCCN(CCC)CCCNC(=O)Cn1cnc2sc(C)c(S(=O)(=O)N3CCC(C)CC3)c2c1=O
-2%,CCOC(=O)c1sc2ncn(CC(=O)Nc3cc(C)cc(C)c3)c(=O)c2c1C
32µM*,COc1cccc(-c2nc(N3CCOCC3)cc3c2CN(CC(F)(F)F)C3=O)c1OC
-14%,O=C(Nc1ccccc1C(=O)NCCc1ccccc1)c1cnccn1
-26%,NC(=O)[C@H](Cc1cccs1)NC(=O)[C@@H]1C[C@@H](NS(=O)(=O)c2cccs2)CCN1C(=O)COCC(=O)O
9%,CNC(=O)[C@@H]1CN(Cc2ccc(Cl)cc2F)C[C@H]1CO
?,Cc1ccc(Cn2cc(CCC(=O)NCC(C)c3ccccc3)c3ccccc32)cc1 (stereo not drawn)
-8%,CCCCCCCCCCOc1ccc(C(=O)Oc2ccc(Cl)cc2Cl)cc1
-9%,O=C1CC(c2noc(-c3cc(F)cc(F)c3)n2)CN1c1ccc(F)cc1 (stereo not drawn)
?,COc1ccc(CCNC(=O)c2cc3c(s2)-c2c(C)cccc2OC3)cc1OC
4%,CCOc1ccc(-c2nc(CNC(=O)Nc3ccccc3)c(C)o2)cc1
?,CCN(C(=O)Cn1cnc2sc(C)c(S(=O)(=O)N3CCN(c4ncccn4)CC3)c2c1=O)c1ccccc1F
?,Cc1cc(C)c(C(N)=O)c(NCc2ccccc2C)n1
-37%[86.2 µM],N#Cc1cccc(C(=O)N2CCNc3cnc(Nc4cccc(F)c4)nc3C2)c1
-17%,O=C(NCc1cccc(C(F)(F)F)c1)[C@H]1CN(Cc2ccccc2)C[C@H]1C(=O)O
-12%,COCCOC1CCN(C(C(=O)O)c2ccc(OC)c(F)c2)CC1 (stereo not drawn)

Source: PubChem (National Center for Advancing Translational Sciences (NCATS))
